SENP8 block = inhibitors of human SENP8 protease. Q96LD8. purified SENP8, Z-RLRGG-aminoluciferin cleavage, luminescence. inhibition, % at 10 µM. 330,000 tested, 1.2% active. AID 2540
Target sequence (Q96LD8 whole entry, looked up): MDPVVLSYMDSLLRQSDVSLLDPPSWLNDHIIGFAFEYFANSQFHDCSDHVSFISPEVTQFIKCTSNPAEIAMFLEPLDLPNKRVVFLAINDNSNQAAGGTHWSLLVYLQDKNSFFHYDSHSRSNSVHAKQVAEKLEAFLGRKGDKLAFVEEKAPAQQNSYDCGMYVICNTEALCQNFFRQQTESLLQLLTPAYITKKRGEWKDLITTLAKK
Gli-Sufu antag = Gli-Sufu pathway antagonism; AID 588413; inhibition, % at 5 µM; 340,000 tested, 0.74% active; Sufu-KO-LIGHT fibroblasts, Gli luciferase reporter luminescence;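 active means inhibition above about 55%, limit read from the data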;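 further: 0% = DMSO-treated cells and 100% = wells with medium but no cells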
Jurkat NFkB inh = lowers PMA/ionomycin-induced NF-kB signal in Jurkat cells | PMA/ionomycin-induced NF-kB luciferase reporter, luminescence | inhibition, % at 4 µM | 330,000 tested, 0.53% active | AID 435003
Apaf1 inhib = blocks human Apaf-1 apoptosome activity; AID 489030; inhibition, % at 20 µM; 330,000 tested, 0.71% active; O14727; reconstituted apoptosome caspase-3 activity, DEVD-Rh110 fluorescence; active means inhibition of at least 40% at 20 µM;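 further: plate controls were DMSO wells for no effect and DEVD-CHO caspase inhibitor wells for full effect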
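Material: cell-free apoptosome with Apaf-1, procaspase-3 and caspase-9; Buffer or medium: Hepes pH 7.5 with detergent and BSA; Reagent: cytochrome c trigger plus (Z-DEVD)2-Rh110 caspase-3 substrate; Times: compound with Apaf-1, dATP, procaspase-3 30 min, then 50 min reaction, room temperature; Technique: Rh110 fluorescence intensity.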
697 NFkB inh = lowers PMA/ionomycin-induced NF-kB signal in 697 B cells. 697 B-cell NF-kB luciferase reporter, 16 h. inhibition, % at 4 µM. 330,000 tested, 0.33% active. AID 435022; in the data active means inhibition above about 35%
SENP7 block = SENP7 protease inhibition; 330,000 tested, 1.5% active; Q9BQF6; inhibition, % at 5 µM; recombinant SENP7, Z-RLRGG-aminoluciferin luminescence, 40 min; AID 434973;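 active means inhibition above about 50% at the single test dose, limit read from the data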;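 further: plate controls were DMSO with enzyme for no effect and no enzyme buffer wells for full effect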
Target sequence (Q9BQF6 706-1050 limits assumed): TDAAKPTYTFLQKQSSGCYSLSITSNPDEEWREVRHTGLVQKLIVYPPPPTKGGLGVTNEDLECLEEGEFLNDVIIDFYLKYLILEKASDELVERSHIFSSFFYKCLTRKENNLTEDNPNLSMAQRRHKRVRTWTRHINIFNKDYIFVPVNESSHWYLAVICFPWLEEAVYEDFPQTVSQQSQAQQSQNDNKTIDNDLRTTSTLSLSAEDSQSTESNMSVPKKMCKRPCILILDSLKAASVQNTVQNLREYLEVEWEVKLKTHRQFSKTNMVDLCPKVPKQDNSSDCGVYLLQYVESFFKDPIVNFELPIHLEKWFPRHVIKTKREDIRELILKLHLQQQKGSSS
HKDC1 inh = inhibitors of human hexokinase HKDC1. Q2TB90. recombinant HKDC1, G6PDH/diaphorase resazurin coupled fluorescence. 340,000 tested, 0.16% active. inhibition, % at 20 µM;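 active means inhibition above about 35% when tested at 20 µM, limit read from the data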;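 further: plate controls were DMSO wells with enzyme for no effect and DMSO wells lacking enzyme for full effect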
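Incubation: 90 min at room temperature in dark / Material: recombinant HKDC1 (HK5) hexokinase enzyme, produced in-house / Quantity: enzyme 5 µg/mL final / Compound: one dose of 20 µM, 1% DMSO / Reagent: glucose and ATP substrates / Buffer or medium: Tris pH 8.0 buffer with MgCl2, Tween-20, BSA, BME / Technique: resorufin fluorescence at 613 nm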
UBC13 inh = human UBC13 polyubiquitination inhibition; P61088; 330,000 tested, 0.47% active; UBC13 polyubiquitin chain formation, TR-FRET; inhibition, % at 20 µM; in the data active means inhibition above about 45%, passing the limit was not always enough
Target sequence (P61088 whole entry, looked up): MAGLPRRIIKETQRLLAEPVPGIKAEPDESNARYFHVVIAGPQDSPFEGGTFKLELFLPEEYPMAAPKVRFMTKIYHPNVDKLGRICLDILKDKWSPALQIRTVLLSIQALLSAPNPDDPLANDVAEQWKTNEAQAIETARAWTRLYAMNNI
* = called active by the depositor. Unless noted, no stated cut-off is given here; in the data, active means inhibition above about 50%; inactive means the rest.

SMILES | SENP8 block | Gli-Sufu antag | Jurkat NFkB inh | Apaf1 inhib | 697 NFkB inh | SENP7 block | HKDC1 inh | UBC13 inh
Cc1ccc(Oc2nnc(-c3ccccc3)c3ccccc23)cc1 | 0 | 0 | -9 | 10 | 5 | 2 | -1 | 1
CCOC(=O)c1nnn(-c2nonc2N)c1COc1ccc(F)cc1 | 5 | 8 | 6 | -2 | -3 | -3 | 19 | 8
CCOc1ccc(C(=O)Nc2ccc3nc(N4CCN(CC)CC4)cc(C)c3c2)cc1 | -4 | 11 | -14 | 20 | -16 | 4 | 0 | 13
COc1cccc(C(=O)Nc2ccc(NC(=O)C3CC3)nc2)c1 | 0 | 11 | -1 | 3 | 17 | 13 | -3 | -2
O=C(NCC(=O)N1CCC2(CC1)NCCc1[nH]cnc12)c1ccc(F)cc1 | 4 | 3 | 8 | -19 | 19 | -2 | -9 | 6
COc1ccc(CN2CCNC(=O)C2CC(=O)NC2CCCCCCC2)cc1C (stereo not given) | 6 | 21 | 1 | 21 | 3 | 6 | 1 | -4
O=C(O)C1=C[C@H](c2ccc(F)cc2)C[C@H](OCCCCO)O1 | 7 | -16 | 0 | -11 | 14 | 1 | 1 | -12
Cc1nc(NC(=O)C2CC2)sc1C(=O)Nc1ccccc1Cl | -5 | -67 | -45 | -4 | -70 | 8 | -2 | 6
Nc1c(C(=O)NCc2ccccc2)nnn1Cc1ccc(F)cc1 | -2 | 0 | 11 | -6 | -10 | -1 | -2 | 1
O=C(Nc1ncc2c(n1)-c1ccccc1CC2)C1CC1 | -7 | -2 | -20 | 13 | -7 | -1 | 17 | -3
Cc1ccc(S(=O)(=O)N2CCN(C(=O)CN3C(=O)c4ccc([N+](=O)[O-])cc4C3=O)CC2)c(C)c1 | 6 | -5 | 1 | 11 | 4 | -4 | 0 | -10
Nc1sc(-c2ccccc2)cc1-c1n[nH]c(=S)n1C1CCCCC1 | 0 | -3 | 47 | 12 | -42 | 4 | 2 | -7
COc1ccc2c(c1)C(=O)[C@@H](O)[C@H](c1ccc(OC)c(Br)c1)O2 | -2 | 7 | -30 | 0 | -11 | 7 | -7 | 15
Cc1ccc(C2=NN(S(C)(=O)=O)C(c3cccs3)C2)cc1 (stereo not given) | 54* | 1 | -48 | 7 | -87 | 52* | 3 | 3
CC1CCCCC1NC(=O)NC(=O)COC(=O)C1=NN(c2ccccc2)C(=O)CC1 (stereo not given) | -4 | -5 | -7 | -6 | 21 | 4 | 0 | 6

Another view of five compounds above:
Under each structure: SENP8 block | Gli-Sufu antag | Jurkat NFkB inh | Apaf1 inhib | 697 NFkB inh | SENP7 block | HKDC1 inh | UBC13 inh
Nc1c(C(=O)NCc2ccccc2)nnn1Cc1ccc(F)cc1
→ -2 | 0 | 11 | -6 | -10 | -1 | -2 | 1
O=C(Nc1ncc2c(n1)-c1ccccc1CC2)C1CC1
→ -7 | -2 | -20 | 13 | -7 | -1 | 17 | -3
Cc1ccc(S(=O)(=O)N2CCN(C(=O)CN3C(=O)c4ccc([N+](=O)[O-])cc4C3=O)CC2)c(C)c1
→ 6 | -5 | 1 | 11 | 4 | -4 | 0 | -10
Nc1sc(-c2ccccc2)cc1-c1n[nH]c(=S)n1C1CCCCC1
→ 0 | -3 | 47 | 12 | -42 | 4 | 2 | -7
COc1ccc2c(c1)C(=O)[C@@H](O)[C@H](c1ccc(OC)c(Br)c1)O2
→ -2 | 7 | -30 | 0 | -11 | 7 | -7 | 15

Other results follow.
SMILES | SENP8 block | Gli-Sufu antag | Jurkat NFkB inh | Apaf1 inhib | 697 NFkB inh | SENP7 block | HKDC1 inh | UBC13 inh
CCCCc1ccc(NC(=O)N[C@@H](CC(C)C)C(=O)O)cc1 | 3 | 0 | -10 | 1 | 7 | 2 | -5 | -2
Cc1ccc(-n2c(SCC(N)=O)nc3c(oc4ccccc43)c2=O)cc1 | 0 | 3 | -3 | 6 | 3 | 8 | 2 | 2
CCOc1ccc(CNCCNC(=O)c2nonc2N)cc1 | -2 | 7 | 17 | 4 | -2 | 7 | -19 | -10
Cc1nc(CNS(=O)(=O)c2cccc(F)c2)cs1 | -2 | 4 | -8 | -15 | -2 | 6 | -7 | -5
O=C(Oc1ccc2c3c(c(=O)oc2c1)CCCC3)c1cccs1 | -10 | 27 | -12 | 17 | 2 | 2 | 7 | 14
CC(C)N(Cc1ccccc1)C(=O)CSc1nccn1C | -15 | 0 | 5 | 14 | -3 | -9 | -9 | 0
CCNc1nc(NCc2ccccc2)nc(Oc2ccc(=O)[nH]n2)n1 | -1 | -13 | -2 | -2 | 16 | 4 | 0 | 3
C/C=C1\C(OC2OC(CO)C(O)C(O)C2O)OC=C(C(=O)OC)C1CC(=O)OCC1C(C)C(OC(=O)CC2C(C(=O)OC)=COC(OC3OC(CO)C(O)C(O)C3O)/C2=C\C)CC1C(CO)CO (stereo not given) | 3 | 5 | -4 | -5 | 20 | 4 | -1 | 5
CCOC(=O)c1cnc2ccccc2c1Nc1ccc(C(=O)O)cc1 | -1 | 8 | 11 | -7 | -1 | -5 | 11 | 2
N=c1c2c3c(sc2ncn1N)CCCC3 | -9 | -23 | 11 | 1 | 6 | -4 | -2 | -8
CC(NC(=O)c1ccc(Cl)cc1Cl)C(c1ccccc1)N1CCOCC1 (stereo not given) | -4 | 1 | -22 | 12 | -20 | 1 | -9 | -5
CC1CC1c1ccc(/C=C(\C#N)C(=O)Nc2cc(Cl)ccc2Cl)o1 (stereo not given) | 2 | -5 | 7 | -1 | 16 | 3 | 10 | -9
CC(=O)NCCN=C(C)c1sc2ccccc2c1O | 4 | -16 | -25 | -3 | -18 | 14 | -3 | -1
Cc1ccc(C(c2nnnn2C2CCCC2)N2CCc3ccccc32)cc1 (stereo not given) | -10 | -8 | -1 | 15 | -8 | -2 | -2 | 6
CCc1sc(N2C(=O)C3C4CCC(C4=C(C)C)C3C2=O)nc1-c1ccccc1 (stereo not given) | 5 | 9 | -10 | 12 | 0 | 2 | -8 | -1
Cc1ccc(C)c(NC(=S)N2CCN(CCO)CC2)c1 | -5 | -4 | -7 | -3 | 7 | 1 | 3 | 0
COc1ccccc1C(=O)COC(=O)c1cc([N+](=O)[O-])ccc1N1CCOCC1 | 9 | 4 | 8 | 18 | 9 | -1 | -3 | -7
O=[N+]([O-])c1cc(-c2ncccn2)cs1 | -16 | -2 | -21 | -10 | -3 | -12 | -9 | -24
COc1cccc(CN2CCN(C(=O)c3oc4c(F)cccc4c3C)CC2=O)c1 | 7 | -18 | 1 | 12 | -2 | 10 | -3 | -8
Cc1cccc(/C=N/n2c(-c3cc(-c4ccccc4)n[nH]3)n[nH]c2=S)c1 | -8 | 5 | 1 | 19 | -32 | 2 | 16 | 4
COc1cc(C(=O)N/N=c2/sc3ccccc3n2C)cc(OC)c1OC | -19 | -14 | 3 | 7 | 1 | -13 | 2 | -2
COc1ccccc1N(CC(=O)Nc1cccc(C(F)(F)F)c1)S(C)(=O)=O | -11 | -2 | -4 | 3 | 5 | -7 | 0 | 8
COc1ccccc1-c1coc2cc(O)cc(O)c2c1=O | -3 | 24 | -24 | -2 | 9 | 0 | -6 | 11
COc1ccc(CCNC(=O)CC(=O)N/N=C/c2ccc(C(=O)O)cc2)cc1OC | 3 | -3 | -6 | -2 | -8 | 4 | -8 | -1
CNC(=O)COC(=O)/C=C/c1ccc(F)cc1 | -4 | -3 | 3 | -14 | 6 | 5 | -2 | 12
NNC(=O)c1cc2nc(-c3cccs3)cc(C(F)(F)F)n2n1 | -1 | 1 | 15 | -14 | 10 | -6 | 4 | -2
CN(c1ccc(C(=O)Nc2ccc(CC#N)cc2)cc1)S(C)(=O)=O | -5 | -10 | -19 | -10 | 9 | 0 | -5 | 4
CCOC(=O)N1CCOCCOCCN(C(=O)OCC)CCOCC1 | 6 | 0 | 5 | -4 | -1 | -2 | -4 | 3
O=C(Cc1ccccc1F)c1ccc(O)cc1O | 8 | -8 | 7 | -2 | 12 | 7 | -2 | 11
Cn1c(=O)[nH]c(=O)c2c1nc(CN1CCN(c3ccc(F)cc3)CC1)n2CCN1CCOCC1 | 0 | 2 | 8 | -11 | 20 | 12 | -3 | -6
O/N=C1\CCCC\C1=C/c1ccccc1 | -4 | 6 | -8 | 1 | -9 | 2 | -5 | 7
Cc1nnc(NNS(=O)(=O)c2ccc(Cl)cc2)[nH]c1=O | -10 | 10 | -4 | -11 | 17 | 4 | -2 | 1
CC1CCN(C(=O)COC(=O)[C@H](C)NS(=O)(=O)/C=C/c2ccccc2)CC1 | -5 | 5 | -1 | 13 | -3 | 1 | -4 | 3
COc1cc(OC)cc(C(=O)N2CCCC(Nc3ccc(F)cc3)C2)c1 (stereo not given) | -3 | 2 | -8 | 6 | -6 | -6 | -3 | -5
COc1ccc(OCCn2cncn2)cc1 | 0 | 4 | 15 | -9 | -5 | -4 | -3 | 6
CN1CCN(c2ccccc2NC(=O)c2ccc(-c3ccccc3[N+](=O)[O-])o2)CC1 | 3 | 19 | 18 | 21 | 3 | 9 | -1 | -15
N/C(Cc1ccc([N+](=O)[O-])cc1)=N\OC(=O)COc1ccc2ccccc2c1 | 2 | -9 | -22 | -8 | -17 | 7 | 12 | 7
CC1CCC(NC(=O)CSc2ccc(S(=O)(=O)N(C)C)cn2)CC1 (stereo not given) | 0 | 3 | 2 | -5 | 12 | 2 | 6 | 12
Cc1ccccc1OCCC(=O)Nc1ccc(N2CCOCC2)cc1N1CCOCC1 | 3 | -11 | 8 | 8 | -2 | -3 | 1 | -4
O=C(COc1ccccc1[N+](=O)[O-])Nc1ccc(Br)cc1 | -8 | -51 | -87 | 9 | -19 | -8 | -6 | 0
COCCCNC(=O)C1CCN(c2ccc(N3CCOCC3)nn2)CC1 | -9 | -3 | 3 | -9 | 9 | -10 | -8 | 11
S=c1nc(-c2ccc(Cl)cc2)[nH][nH]1 | -10 | 6 | -3 | -396 | -22 | -4 | -4 | -8
O=C(NC1CCCCC1)c1cc([N+](=O)[O-])ccc1N1CCCCC1 | -4 | 7 | 0 | 3 | -6 | -4 | -7 | -13
COc1ccc([C@H]2CC(=O)C=C(c3cccc(OCc4ccccc4)c3)C2)cc1 | -1 | -4 | 9 | 9 | -5 | 4 | 2 | -9
COC(=O)c1ccccc1NC(=O)C(C)NS(=O)(=O)c1ccc(OC)cc1 (stereo not given) | 0 | -5 | -3 | -15 | 1 | 5 | -3 | -1
CCN(CC(=O)Nc1c(F)cccc1F)C(=O)Cc1sc(C)nc1-c1ccc(F)cc1 | -1 | -10 | 9 | 7 | -28 | 13 | -3 | -5
CCOc1ccccc1CNCCOC | -1 | 1 | 2 | -9 | 11 | 10 | -7 | -1
Cc1ccnc(NC(=O)c2ccco2)n1 | -15 | 4 | -12 | -8 | 0 | -10 | -1 | -6
Cc1ccc(NC(=O)CSc2nnc(-c3ccco3)o2)c(C)c1 | 6 | -2 | -28 | 3 | 0 | 1 | -8 | 2
CCOc1ccc2[nH]c3nc(SCC(=O)NC4CC4)nnc3c2c1 | 3 | 11 | -1 | 0 | 2 | -1 | -1 | -17
CCOC(=O)c1nc2c(=O)n(C)c(=O)n(C)c2n(C)c1=O | 0 | 1 | 9 | -11 | 10 | -5 | -6 | 3
O=C(CCCl)N1CCCC2(CCCCC2)C1 | 5 | 0 | 3 | -10 | 23 | 0 | -7 | 15
Cc1cc2cc(CN(Cc3cccs3)C(=S)NCc3ccco3)c(=O)[nH]c2cc1C | -5 | 3 | 6 | 8 | 9 | -1 | -3 | -4
Cn1cccc1CNC1CCCC1 | -9 | 13 | 2 | -8 | 9 | -11 | -1 | -1

SENP7 block, hit marks shown above.
compound | Jurkat NFkB inh | 697 NFkB inh | SENP7 block | HKDC1 inh | UBC13 inh
Cc1ccc(C2=NN(S(C)(=O)=O)C(c3cccs3)C2)cc1 (stereo not given) | -48 | -87 | 52* | 3 | 3
